FadD28 binding – inhibitors of Mycobacterium tuberculosis FadD28 bisubstrate binding; AID 588549; inhibition, % at 12.5 µM; FadD28 bisubstrate probe binding, fluorescence polarization; hit rate 0.22% among 360,000; in the data active = inhibition above about 8.5%, passing the limit was not always enough
UGM FP inh – blocks M. tuberculosis UGM enzyme; purified UGM, fluorescence polarization probe displacement; P9WIQ1; hit rate 0.06% among 320,000; inhibition, % at 10 µM; in the data active = inhibition above about 10%, passing the limit was not always enough
Target sequence (P9WIQ1 whole entry, looked up): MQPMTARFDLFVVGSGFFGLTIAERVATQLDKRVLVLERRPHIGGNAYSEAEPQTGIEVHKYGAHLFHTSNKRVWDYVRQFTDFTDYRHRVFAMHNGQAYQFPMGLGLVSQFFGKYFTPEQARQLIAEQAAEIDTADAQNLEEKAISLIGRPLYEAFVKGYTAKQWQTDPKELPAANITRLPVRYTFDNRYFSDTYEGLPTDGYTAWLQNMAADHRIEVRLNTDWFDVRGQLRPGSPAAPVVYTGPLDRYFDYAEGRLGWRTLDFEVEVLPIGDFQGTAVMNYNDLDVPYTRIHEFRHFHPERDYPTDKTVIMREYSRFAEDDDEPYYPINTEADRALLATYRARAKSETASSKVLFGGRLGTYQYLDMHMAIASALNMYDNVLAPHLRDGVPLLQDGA
Y pestis TopoI – Y. pestis Topo-I inhibition via cleavage products; hit rate 0.064% among 360,000; activity, % at 10 µM; Y. pestis Topo-I cleavage product accumulation, plate reader; in the data active = activity above about 50%, passing the limit was not always enough; note: inactives centre near 2
GDH-TPI counter – inhibits GDH-TPI coupling enzymes, artifact for Mtb FBA screen; GDH-TPI coupled enzyme counterscreen, NADH absorbance; inhibition, % at 4.8 µM; hit rate 1.2% among 360,000; in the data active = inhibition above about 30%;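 note: 0% = DMSO wells and 100% = wells lacking the enzyme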
FBA Mtb inh – Mtb fructose-bisphosphate aldolase inhibition | purified M. tuberculosis FBA, fluorescence read-out | hit rate 2.3% among 360,000 | inhibition, % at 1 µM | AID 588726; in the data active = inhibition above about 27%;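 note: 0% = vehicle and 100% = reference inhibitor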
Target sequence (P9WQA3 whole entry, looked up): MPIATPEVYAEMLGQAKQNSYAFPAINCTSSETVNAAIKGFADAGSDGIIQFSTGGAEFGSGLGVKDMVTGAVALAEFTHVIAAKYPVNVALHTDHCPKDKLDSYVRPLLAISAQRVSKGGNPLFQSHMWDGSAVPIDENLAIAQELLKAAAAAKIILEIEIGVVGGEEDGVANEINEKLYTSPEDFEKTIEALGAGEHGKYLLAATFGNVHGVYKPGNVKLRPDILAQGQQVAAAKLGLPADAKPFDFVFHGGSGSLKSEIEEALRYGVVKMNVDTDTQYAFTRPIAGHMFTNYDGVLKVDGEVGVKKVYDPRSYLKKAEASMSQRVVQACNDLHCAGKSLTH
PfHsp40 yeast – restores yeast growth despite PfHsp40 toxicity; S. cerevisiae expressing PfHsp40, growth rescue, ATP luminescence; growth rescue, % at 12.5 µM; hit rate 0.68% among 340,000; in the data active = growth rescue above about 28%, passing the limit was not always enough;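 note: yeast W303a lacking pdr1 and pdr3 grown in galactose medium; growth measured after three days at 30 °C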
Mtb BioA inh – inhibitors of Mycobacterium tuberculosis BioA enzyme; hit rate 0.096% among 360,000; purified M. tuberculosis BioA enzyme, plate reader; inhibition, % at 9.99 µM; AID 602481; in the data active = inhibition above about 40%
Vc quorum ag – induces V. cholerae light production without autoinducers. V. cholerae BH1578 lux reporter, luminescence, 6 h. hit rate 0.16% among 350,000. activation, % at 18.7 µM; in the data active = activation mostly above about 9.7%, no sharp cut-off; note: not every result past the cut was called active; inactives centre near 0; reference of the scale not given here
TcdB GH inh – inhibitors of Clostridioides difficile toxin B glycohydrolase; P18177; TcdB glycohydrolase enzymatic assay, plate reader; inhibition, % at 9.99 µM; hit rate 0.24% among 350,000; AID 652162; in the data active = inhibition above about 10%
The depositor's hits bear a star; i = inactive; · = not tested or not shown; & = joins results of further samples. This is a random part of the collection; about 4.6% have a hit in one of these screens.

canonical_smiles,FadD28 binding,GDH-TPI counter,Vc quorum ag,Y pestis TopoI,TcdB GH inh,PfHsp40 yeast,FBA Mtb inh,Mtb BioA inh,UGM FP inh
COc1ccc(N(CC(=O)NCc2ccc(Cl)cc2)S(=O)(=O)c2ccccc2[N+](=O)[O-])c(OC)c1,-6.9,-6,i,37,0.1,0.0,-1,·,0.1
CCCCOc1cccc(-c2cc(C(=O)NNC(=S)NCC)c3ccccc3n2)c1,-5.8,-11,i,12,·,47*,3,0.3,-0.8
O=C(Nc1c2c(nn1-c1ccc(F)cc1)CS(=O)C2)C12CC3CC(CC(C3)C1)C2 (stereo unspecified),-5.5,-3,i,9,·,0.1,2,-5.6,0.3
Cc1ccc(-n2c(SCC(=O)N/N=C/c3ccccc3OCC(=O)O)nc3ccccc3c2=O)cc1,-2.9,8,-0.7,0,2.6,-0.4,-5,2.8,-0.6
CCOC(=O)c1cnc(SCC(=O)c2ccc(C)cc2)nc1N,0.3,1,-0.2,3,·,-1.4,-1,·,-0.1
O=C(Nc1ccc(Oc2cccnc2)cc1)c1ccccc1Cl,-0.8,-7,i,-10,5.0,0.9,-7,·,2.2
S=c1[nH]nc(Nc2ccc(Cl)cc2)s1,-0.4,6,0.9,1,2.4,4.3,-1,·,1.8
COc1ccc(C2(CCN)CC(C)N(C)CC2C)cc1 (stereo unspecified),-0.9,8,-0.7,-3,·,0.2,1,1.3,0.2
COC(=O)c1ccc(NC(=O)CC2C(=O)N(c3ccc(C)cc3)C(=O)N2CC(C)C)cc1 (stereo unspecified),-0.8,-2,-6.2,1,·,1.9,2,-1.4,-0.5
CC(=O)Nc1ccccc1C(=O)C(=O)Nc1ccc(F)cc1,-4.2,-6,-0.4,2,·,-0.8,1,-0.2,2.8
Cc1cc(F)ccc1S(=O)(=O)Nc1ccccc1C(=O)NC1CCN(Cc2ccccc2)CC1,-4.2,11,-1.4,11,-2.8,0.4,19,·,·
CCOC(=O)c1ccc(NC(=O)CN2C(=O)C(C)SC(C)C2=O)cc1 (stereo unspecified),-3.1,-8,i,-15,1.7,0.2,0,1.9,-4.4
O=C1CN2C(=Nc3ccc(Cl)cc3C2c2ccccc2)CN1 (stereo unspecified),-3.9,14,i,-9,·,-0.8,1,-0.8,-1.4
COc1ccccc1C1N(c2cc(Cl)ccc2OC)C(=O)C2CCCN21 (stereo unspecified),-5.1,-5,-0.4,0,1.5,0.8,-1,-0.4,0.4
CCCc1ccc(-c2cc(NC(=O)CSc3n[nH]c(N)n3)n(-c3ccccc3)n2)cc1,4.5,1,2.9,-7,·,-0.4,-2,0.7,-0.8

Other compounds
canonical_smiles,FadD28 binding,GDH-TPI counter,Vc quorum ag,Y pestis TopoI,TcdB GH inh,PfHsp40 yeast,FBA Mtb inh,Mtb BioA inh,UGM FP inh
CC(=O)NC(C)(c1ccccc1)c1nc(-c2ccc(N(C)C)cc2)cs1 (stereo unspecified),-0.5,4,-0.9,-1,-12,·,-2,-1.0,·
Cc1nnc(Nc2ccc(Cl)cc2)s1,-0.3,-1,-0.7,0,3.2,-0.3,5,·,1.2
COc1cccc(/C=N/NC(=O)c2cc3c(OC)cccc3[nH]2)c1OC,-2.4,25,-0.3,-17,·,-0.6,2,-0.7,-0.3
COCCNc1nc(NCc2cnc(C)cn2)c2sccc2n1,-2.6,14,-0.6,2,-0.6,·,2,1.2,·
CC(=O)Nc1cc(-c2ccccc2N(C)C)cn2c(-c3ccc(S(C)(=O)=O)cc3)cnc12,0.6,10,3.3,21,-0.8,·,11,0.1,·
O=c1c2ccccc2oc2nc(C3CCCCC3)n(Cc3ccco3)c(=O)c12,-3.3,0,-0.2,1,·,1.1,-1,4.0,1.0
CC(=O)Nc1cccc(Nc2cc(C)nn2C)c1,0.5,·,·,·,2.1,·,-2,8.7,·
CC1(C)CC2(CC(C)(C(=O)CSc3nc4ccccc4s3)OC2=O)C(=O)O1 (stereo unspecified),-3.5,10,i,4,·,-0.9,1,-0.5,-0.4
CCc1ccc(CN/C=C/C(=O)c2ccc(Br)cc2)cc1,-3.6,7,2.2,37,·,1.9,-2,·,-1.0
Cc1cccc(C2=NN(c3ccc(Br)cc3)[C@@H](C(=O)N3CCOC3=O)[C@@H]2c2ccccc2)c1,0.7,17,i,-1,·,6.1,28*,-1.3,·
CC1(C)c2ccccc2N2CC(=O)NC21/C=C/c1ccco1 (stereo unspecified),-1.9,-3,i,7,·,0.1,9,-0.9&0.2,1.5
CCCCN1CC(=O)N2[C@H]3c4cc(OC)ccc4OC[C@@H]3[C@H](C(=O)OCC)[C@]2(C)C1=O,-1.0,2,-0.8,5,0.8,-0.5,-2,-3.0,1.9
Cc1ccc(S(=O)(=O)N2CCC(C(=O)NCCc3ccccn3)CC2)cc1,-3.9,9,-0.3,-1,-0.5,1.2,-1,1.5,1.4
COc1ccc(CN(C(=O)CN2C(=O)COc3ccccc32)C2CCCC2)c(OC)c1,-2.4,17,1.8,2,·,-0.1,1,1.1,-2.4
COc1ccc2[nH]c3c(NCCN4CCCCC4)ncnc3c2c1,0.6,15,i,-4,·,-2.1,25,2.1,0.7

Next part.
canonical_smiles,FadD28 binding,GDH-TPI counter,Vc quorum ag,Y pestis TopoI,TcdB GH inh,PfHsp40 yeast,FBA Mtb inh,Mtb BioA inh,UGM FP inh
Cc1cc(N/C=C/C(=O)c2cccs2)ccc1F,-5.1,3,-0.9,4,-1.5,-1.0,-2,-6.3,-1.5
O=C1N/C(=C/c2ccc(N3CCOCC3)cc2)C(=O)N1Cc1ccc(F)cc1,-1.3,27,i,5,·,0.1,0,-1.3,2.5
N#Cc1nc(COc2ccccc2Cl)oc1NCc1ccco1,-1.8,-2,-2.9,12,·,4.3,-2,·,1.3
C#CCOc1c(Br)cc(/C=C2/C(=O)ON=C2C)cc1OCC,-1.2,4,-1.5,-1,0.6,0.2,-2,-0.1,-1.3
CC1CCN(C(=S)NC(=O)c2ccco2)CC1,-4.3,-7,-2.2,-8,1.0,3.1,1,-0.5,0.2
C(=N\c1nccs1)/c1cccnc1,-4.3,-1,i,-6,·,-1.2,0,-0.8,1.1
CC(CC(F)(F)F)N1CCC(n2nccc2NC(=O)CCCc2ccccc2)CC1 (stereo unspecified),-1.7,6,1.2,18,1.7,0.6,2,0.7,-0.8
Cc1ccc(-n2c(SCC(=O)Nc3ccc4cn[nH]c4c3)nnc2-c2ccco2)cc1,-0.8,3,·,-3,·,0.0,3,1.6,0.8
O=C(COC(=O)c1cc(S(=O)(=O)N2CCOCC2)ccc1F)NC1CCCCC1,0.2,5,i,5,-1.9,0.1,1,-0.9,·
N#C/C(=C\c1cc([N+](=O)[O-])c(N2CCCCC2)cc1N1CCCCC1)c1nn(-c2ccccc2)c(N)c1C#N,-5.1,-6,i,-5,·,-0.7,1,-2.2,1.6
NNC(=O)c1nc(-c2cccc(-n3cccc3)c2)no1,-3.7,17,i,-4,-0.1,0.6,0,·,2.1
CCn1c(Oc2ccccc2C)nc2c1c(=O)n(C)c(=O)n2C,-0.4,-1,2.1,6,-1.8,-0.3,4,3.2,-1.6
COCC1CCN(C(=O)c2cc(COc3ccc4c(c3)CCCC4)on2)C1 (stereo unspecified),-1.5,12,-0.8,9,-0.1,0.0,-2,-1.3,-2.2
O=C(CN1C(=O)C2C3C=CC(C3)C2C1=O)Nc1ccc(C(=O)O)cc1 (stereo unspecified),-3.5,0,-2.8,4,·,-0.1,-3,-1.2,1.9
Cc1cc(C)c(NC(=S)NCCCSC2CCCCC2)c(C)c1,0.2,-13,i,10,7.5,-0.3,2,-1.1,0.4

Arranged by heavy-atom count (rising): some entries from above.
canonical_smiles,FadD28 binding,GDH-TPI counter,Vc quorum ag,Y pestis TopoI,TcdB GH inh,PfHsp40 yeast,FBA Mtb inh,Mtb BioA inh,UGM FP inh
Cc1cc(N/C=C/C(=O)c2cccs2)ccc1F,-5.1,3,-0.9,4,-1.5,-1.0,-2,-6.3,-1.5
NNC(=O)c1nc(-c2cccc(-n3cccc3)c2)no1,-3.7,17,i,-4,-0.1,0.6,0,·,2.1
COCC1CCN(C(=O)c2cc(COc3ccc4c(c3)CCCC4)on2)C1 (stereo unspecified),-1.5,12,-0.8,9,-0.1,0.0,-2,-1.3,-2.2

(cont.)
canonical_smiles,FadD28 binding,GDH-TPI counter,Vc quorum ag,Y pestis TopoI,TcdB GH inh,PfHsp40 yeast,FBA Mtb inh,Mtb BioA inh,UGM FP inh
CC(C(=O)NC1CCCCC1)N(Cc1ccccc1)C(=O)c1snc(C(N)=O)c1N (stereo unspecified),-3.4,-2,-0.3,8,0.2,0.5,5,11,-0.3
N#Cc1ccc(CCc2ccccc2)[nH]c1=O,1.3,17,i,3,0.9,0.7,31*,-0.2,·
Cc1ccc2c(c1)c1nnc(SCC(=O)Nc3cccc(Cl)c3C)nc1n2CC(=O)O,-5.9,5,-0.8,8,1.3,3.1,3,·,-2.7
Cc1sc(-c2cccnc2)nc1OC(=O)C1CC1,0.1,7,-0.2,-2,1.3,0.9,28*,·,-0.4
CN(C)S(=O)(=O)N1CCN(c2ccc([N+](=O)[O-])c(NC3CC3)c2)CC1,-1.3,-4,-1.4,5,-0.3,1.4,-2,·,-2.4
O=C(NCCCn1ccnc1)/C(=C/c1ccco1)NC(=O)c1ccccc1,-4.9,9,i,4,·,-0.3,0,0.0,-0.2
COCCn1c(SCC(=O)Nc2ccc3[nH]c(=O)[nH]c3c2)nc2ccccc21,-3.6,4,-0.9,5,0.3,1.6,-4,-1.2,-0.5
COc1ccc(CCNC(=O)C(=O)c2cn(CC(=O)N3CCCC3)c3ccccc23)cc1,-0.5,19,-0.3,15,0.5,·,1,0.8,·
CCc1cc(-c2nnn(CCC3COCCO3)c2CC)ccc1-c1cn(Cc2ccc3ccccc3c2)nn1 (stereo unspecified),-0.1,11,-0.4,48,0.9,·,2,-2.3,·
CCC(C)(C)n1nnnc1C(c1ccccc1F)N1CCC(C(N)=O)CC1 (stereo unspecified),-2.8,-2,1.4,-3,·,-0.7,0,·,3.3
CN(NC(=O)c1ccccc1F)c1nc(C(F)(F)F)nc2ccccc12,-8.1,-2,i,3,1.2,-0.2,-5,·,-0.3
NS(=O)(=O)c1ccc(NCC2COc3ccccc3O2)c([N+](=O)[O-])c1 (stereo unspecified),1.4,6,-0.3,-6,-0.1,0.0,-3,·,-0.6
COc1ccc(OC)c(S(=O)(=O)N2CCN(C)CC2c2ccccc2)c1 (stereo unspecified),0.1,5,-2.9,3,1.0,-1.9,1,-0.2,-0.5
CN(C)c1ccc(C(=S)Nc2ccccc2)cc1,-0.1,24,-0.3,-8,-0.8,0.0,1,·,-0.4
CN(C)c1ccc(NC(=O)c2cccc(N3C(=O)CCC3=O)c2)cc1,-3.1,4,i,-4,·,-0.1,-1,-0.9,0.6

Continuation:
canonical_smiles,FadD28 binding,GDH-TPI counter,Vc quorum ag,Y pestis TopoI,TcdB GH inh,PfHsp40 yeast,FBA Mtb inh,Mtb BioA inh,UGM FP inh
Cc1ccc(C(O)P(=O)(OCc2ccccc2)c2ccc(N(C)C)cc2)cc1 (stereo unspecified),-1.3,-9,-0.9,20,-2.6,-0.4,-6,·,-0.9
COC(=O)c1ccc(NC(=O)CCNS(=O)(=O)c2cccc3nonc23)cc1,-1.8,-1,i,-13,·,1.0,-2,-0.6,2.0
O=[N+]([O-])c1ccc(CN2CC(N3CC=CC3)CS2(=O)=O)cc1 (stereo unspecified),-1.9,·,·,·,0.6,·,2,2.1,·
O=[N+]([O-])c1cc2c(cc1[N+](=O)[O-])OCCOCCOCCOCCO2,0.3,9,-0.2,-5,-0.5,-1.6,-6,·,-1.4
CCN(CC)CCn1c(=S)[nH]c2ccc(Cl)cc2c1=O,-2.1,8,0.8,6,·,-0.3,6,·,-2.3
CCOc1cc(/C=N/O)ccc1OCC(=O)Nc1cccc(C)c1,-1.6,6,-0.4,11,0.0,0.7,1,·,0.0
O[C@H]1CN(Cc2cccs2)[C@@H](c2ccccc2)C[C@@H]1n1cc(C2CC2)nn1,-2.3,-14,-0.6,7,1.3,·,-2,1.6,·
COC(=O)c1ccc2nc(NC(=O)C(C)C)sc2c1,-3.1,9,-0.2,0,0.3,-1.0,-1,·,0.9
CCN(Cc1ccccc1)C(=O)c1ccc(CNS(=O)(=O)c2ccc(C)cc2)cc1,-1.7,-2,i,10,·,-0.9,2,·,·

Screening results (PubChem BioAssay)
